M1AAP inhibition: malaria alanyl aminopeptidase activity blockers – biochemical, fluorogenic H-Leu-NHMec substrate, 1536-well (AID 1445); recombinant M1AAP, H-Leu-NHMec fluorogenic kinetic assay; higher % means a stronger effect; one-dose inhibition, % at 30 µM; IC50 in µM for titrated hits; 220,000 tested, 0.42% active;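 active = primary inhibition above the hit cutoff, then over 50% inhibition at one or more dose response concentrations, cut at about 23% in these data, passing the limit was not always enough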;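 note: plate controls were DMSO full reaction for no effect and no enzyme background for full effect; strong numbers were not always called active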
Autophagy mod: modulators of autophagy; MEF GFP-LC3 puncta imaging; test concentration mostly 10 µM; calls only at 10 µM (by protocol); 190,000 tested, 0.98% active;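 active = percentage of spot-positive cells more than 3 SD above its plate mean, without a fluorescence outlier flag or 80% toxicity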;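 note: spot-positive cell cutoff set from DMSO-treated cells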
CSM14.1 death rescue: protection against thapsigargin-triggered cell killing – 384-well, CSM14.1, ATP luminescence, primary screen (AID 1222). cellular ATP content (survival), % at 20 µM, or EC50 in µM where a hit was titrated. 190,000 tested, under 10 active. CSM14.1 thapsigargin-induced death rescue, ATP luminescence; higher % means a stronger effect;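 active = EC50 below 50 µM in the dose-response confirmation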;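 note: death triggered by thapsigargin at about 15 µM added after 2 h compound pretreatment; cell ATP read after overnight thapsigargin exposure of roughly 18 to 22 hours; normalized against plate controls of thapsigargin alone and 5% DMSO vehicle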
Ins promoter up: MIN6 insulin promoter up-regulation; MIN6 insulin promoter-GFP reporter, high-content imaging; stronger effect = higher value; z-score at 5 µM; 190,000 tested, 0.3% active; AID 1625;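 active = z-score above 3 at 5 µM with at least 500 cells counted in the well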
Dynein cargo inh: dynein cargo transport inhibition; 3617.4 mouse cells, GR-EGFP nuclear translocation imaging; test concentration mostly 20 µM; stimulated with dexamethasone, 1 µM; stronger effect = lower value; z-score, hits read low; 220,000 tested, 0.47% active; AID 1381;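 active = plate z-score of nuclear minus cytoplasmic receptor signal below a set negative limit, without overly bright fluorescence or cell loss, cut at about -3.5 in these data, passing the limit was not always enough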;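 note: z-score of nuclear minus cytoplasmic ring GR-EGFP intensity difference per well; some compounds called inactive have numbers as strong as hits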
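medium = tetracycline-free induction medium containing charcoal-stripped FBS | also added = 1.0 µM final dexamethasone stimulus | schedule = 48 h induction, 1 h compound, 30 min dex at 37 °C | technique = fixed, Hoechst-stained cells imaged at 10x for EGFP | measure = GR-EGFP nuclear translocation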
M17LAP inhibition: P. falciparum M17LAP inhibitors, primary screen, biochemical, fluorogenic H-Leu-NHMec substrate, 1536-well (AID 1619) | 220,000 tested, 0.38% active | inhibition, % at 30 µM, or IC50 in µM where a hit was titrated | recombinant M17LAP, H-Leu-NHMec fluorogenic kinetic assay; higher % means a stronger effect;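 active = compound inhibiting the enzyme by more than half at any dose during confirmatory dose-response retesting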;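 note: plate controls were full reaction with DMSO carrier for no effect and no enzyme background for full effect; strong numbers were not always called active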
MT stabilizer: microtubule stabilization, imaging screen; 200,000 tested, 0.83% active; % tubulin-high responders, % at 10 µM; AID 2205; HeLa tubulin immunostaining HCS, 24 h; share of cells brighter than vehicle mean+2SD;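 active = plate Z-score above 3 for both tubulin-high and condensed-nucleus cell shares, with cell loss under 80%, at 10 µM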;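 note: anti alpha tubulin signal scored within the nucleus-defined area of each cell; some results filed as inactive read as strong as hits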
bCat nuc transl: modulators of beta-catenin nuclear translocation. nuclear translocation activity, % at 5 µM. AID 1665. HeLa beta-catenin nuclear translocation, immunofluorescence imaging. 190,000 tested, 0.3% active;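 active = nuclear translocation activity above 50% at 5 µM, with a well cell count of 50 or more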;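 note: per-cell ratio of nuclear to cytoplasmic median beta-catenin stain intensity; plate controls were DMSO negative control for no effect and GSK-3 inhibitor IX positive control for full effect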
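Test system: HeLa cells, endogenous beta-catenin; Compound: single 5 µM dose plus 0.02–20 µM confirmation series; Times: compound exposure 24 h at 37°C; Signal: fluorescence imaging of beta-catenin antibody stain plus DAPI; Read-out: % activation, nuclear-to-cytoplasmic median beta-catenin signal ratio per cell.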
K1F lysis inhibition: protection from phage-mediated lysis, alamar blue read-out – E. coli UTI89, K1F phage, bacterial capsule biogenesis inhibitors (AID 488966); E. coli UTI89 K1F phage lysis, alamar blue, 2 h; higher % means a stronger effect; one-dose inhibition, % at 100 µM; IC50 in µM for titrated hits; 340,000 tested, 0.02% active;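 active = phage lysis inhibition, versus mean bacterial control, above a set limit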;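 note: capsule biogenesis inhibitors block K1F phage lysis so surviving cells raise fluorescence; higher fluorescence means more inhibition of phage lysis; actives were called in the ten point dose series up to 300 µM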
Dynein cargo inh cytoplasmic EGFP: second read-out of Dynein cargo inh, no call of its own (marks repeat the call); z-score; measured here: cytoplasmic GR-EGFP intensity; stronger effect = higher value
Dynein cargo inh nuclear GR-EGFP: recorded beside Dynein cargo inh, whose call it bears; z-score; measured here: nuclear GR-EGFP intensity;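 lower value marks the stronger effect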
Dynein cargo inh cell count: further read-out of Dynein cargo inh, marked with its call; z-score; measured here: cell count per field
Ins promoter up cell count: further read-out of Ins promoter up, marked with its call; cell count; measured here: cytotoxicity, nuclei count;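 total cells summed across four imaged fields per well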
bCat nuc transl cell count 5 µM: recorded beside bCat nuc transl, whose call it bears; cell count; measured here: cell count, cytotoxicity flag
MT stabilizer Hoechst-high %: also measured in MT stabilizer; calls as there; % Hoechst-high responders; measured here: nuclear condensation Hoechst responders;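 share of cells brighter than vehicle mean plus two SD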
MT stabilizer cytotoxicity %: also measured in MT stabilizer; calls as there; toxicity, %; measured here: cytotoxicity by cell density;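 0% = mean cell density of plate MIN control wells and 100% = no cells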
Autophagy mod cell loss 18 h: also measured in Autophagy mod; calls as there; toxicity, %; measured here: cell loss, nuclei count;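 cell loss after 18 h compound exposure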
Numbers without * were called inactive.

Cc1cc(N/N=C/c2ccco2)c2ccccc2n1 was read as M1AAP inhibition 2%, Autophagy mod inactive, CSM14.1 death rescue -0.3%, Ins promoter up 0.91, Dynein cargo inh -0.074, M17LAP inhibition -1%, MT stabilizer 4.0, bCat nuc transl 0.4, K1F lysis inhibition 0.3%, Dynein cargo inh cytoplasmic EGFP -0.33, Dynein cargo inh nuclear GR-EGFP -0.042, Dynein cargo inh cell count 0.92, Ins promoter up cell count 1371, bCat nuc transl cell count 5 µM 1474, MT stabilizer Hoechst-high % 1.7, MT stabilizer cytotoxicity % 9.7 and Autophagy mod cell loss 18 h 4.
For O=C(N/N=C/c1cccc(OC(=O)c2ccc3c(c2)OCO3)c1)c1cncc(Br)c1 the results were M1AAP inhibition 5%, Autophagy mod inactive, CSM14.1 death rescue 1.7%, Ins promoter up 0.34, Dynein cargo inh -0.96, M17LAP inhibition -1%, MT stabilizer 4.7, bCat nuc transl -0.3, K1F lysis inhibition 0.1%, Dynein cargo inh cytoplasmic EGFP 0.28, Dynein cargo inh nuclear GR-EGFP -0.16, Dynein cargo inh cell count 0.95, Ins promoter up cell count 1373, bCat nuc transl cell count 5 µM 1122, MT stabilizer Hoechst-high % 2.5, MT stabilizer cytotoxicity % 10 and Autophagy mod cell loss 18 h 1.
For Cc1ccc(-c2csc3ncn(/N=C/N(C)C)c(=O)c23)o1 the results were M1AAP inhibition 10%, Autophagy mod inactive, CSM14.1 death rescue 1.2%, Ins promoter up 0.08, Dynein cargo inh -0.97, M17LAP inhibition -3%, MT stabilizer 4.0, bCat nuc transl -8.8, K1F lysis inhibition 0.8%, Dynein cargo inh cytoplasmic EGFP -0.17, Dynein cargo inh nuclear GR-EGFP -0.26, Dynein cargo inh cell count 0.059, Ins promoter up cell count 1311, bCat nuc transl cell count 5 µM 1251, MT stabilizer Hoechst-high % 1.8, MT stabilizer cytotoxicity % 1.6 and Autophagy mod cell loss 18 h -6.
Screening CCOC(=O)C1CN(c2cc3c(cc2F)c(=O)c(C(=O)O)cn3CC)OC1C(=O)OCC (stereo unspecified) returned M1AAP inhibition -2%, Autophagy mod inactive, CSM14.1 death rescue -0.7%, Ins promoter up 1.1, Dynein cargo inh -0.92, M17LAP inhibition 5%, MT stabilizer 2.3, bCat nuc transl 0.3, K1F lysis inhibition 1.3%, Dynein cargo inh cytoplasmic EGFP -0.22, Dynein cargo inh nuclear GR-EGFP -0.19, Dynein cargo inh cell count 0.48, Ins promoter up cell count 1557, bCat nuc transl cell count 5 µM 1384, MT stabilizer Hoechst-high % 2.2, MT stabilizer cytotoxicity % 9.3 and Autophagy mod cell loss 18 h -2.
For O=C(CCCN1C(=O)/C(=C\c2cccs2)SC1=S)Nc1ccc(C(=O)O)cc1 the results were M1AAP inhibition 16%, Autophagy mod inactive, CSM14.1 death rescue 0.6%, Ins promoter up 0.15, Dynein cargo inh 2.1, M17LAP inhibition 40%, MT stabilizer 1.8, K1F lysis inhibition -4.7%, Dynein cargo inh cytoplasmic EGFP 0.05, Dynein cargo inh nuclear GR-EGFP 1.3, Dynein cargo inh cell count -2.5, Ins promoter up cell count 1089, MT stabilizer Hoechst-high % 1.3, MT stabilizer cytotoxicity % 4.1 and Autophagy mod cell loss 18 h 1.
`COc1ccc(CNc2nc(NCc3ccc(OC)cc3)n(C(=O)c3ccccc3[N+](=O)[O-])n2)cc1` gave M1AAP inhibition 6%, Autophagy mod inactive, CSM14.1 death rescue -2.8%, Ins promoter up 1.8, Dynein cargo inh 0.088, M17LAP inhibition -4%, MT stabilizer 3.9, bCat nuc transl -1.9, K1F lysis inhibition 4.8%, Dynein cargo inh cytoplasmic EGFP -0.18, Dynein cargo inh nuclear GR-EGFP 0.52, Dynein cargo inh cell count 0.85, Ins promoter up cell count 1425, bCat nuc transl cell count 5 µM 1415, MT stabilizer Hoechst-high % 2.1, MT stabilizer cytotoxicity % 8.5 and Autophagy mod cell loss 18 h 6.
For O=C(NCc1ccc2c(c1)OCO2)C12CN(Cc3ccccc3)CC1C(c1cccc([N+](=O)[O-])c1)=NO2 (stereo unspecified) the results were M1AAP inhibition 0%, Autophagy mod inactive, CSM14.1 death rescue -3.2%, Ins promoter up -0.18, Dynein cargo inh 0.17, M17LAP inhibition 3%, MT stabilizer 3.5, bCat nuc transl -0.7, K1F lysis inhibition -0.1%, Dynein cargo inh cytoplasmic EGFP -0.13, Dynein cargo inh nuclear GR-EGFP 0.42, Dynein cargo inh cell count -0.34, Ins promoter up cell count 1758, bCat nuc transl cell count 5 µM 952, MT stabilizer Hoechst-high % 1.8, MT stabilizer cytotoxicity % 8.0 and Autophagy mod cell loss 18 h -20.
For CN1CCN(S(=O)(=O)c2cccc(S(=O)(=O)c3cccc(S(=O)(=O)N4CCN(C)CC4)c3)c2)CC1 the results were M1AAP inhibition 10%, Autophagy mod inactive, CSM14.1 death rescue -0.8%, Dynein cargo inh -1, M17LAP inhibition 20%, MT stabilizer 1.2, bCat nuc transl -9.7, K1F lysis inhibition 0.5%, Dynein cargo inh cytoplasmic EGFP -0.29, Dynein cargo inh nuclear GR-EGFP -0.52, Dynein cargo inh cell count 0.62, bCat nuc transl cell count 5 µM 1182, MT stabilizer Hoechst-high % 1.7, MT stabilizer cytotoxicity % 7.1 and Autophagy mod cell loss 18 h -8.
Screening O=C(O)CC(C(=O)O)N1C(=O)/C(=C/c2ccc(-c3nc4ccccc4s3)o2)SC1=S (stereo unspecified) returned M1AAP inhibition 25%*, Autophagy mod inactive, CSM14.1 death rescue -3.4%, Ins promoter up 0.32, Dynein cargo inh 0.22, M17LAP inhibition 35%, MT stabilizer 2.3, bCat nuc transl -1.3, K1F lysis inhibition 0.8%, Dynein cargo inh cytoplasmic EGFP -0.22, Dynein cargo inh nuclear GR-EGFP -0.043, Dynein cargo inh cell count -0.25, Ins promoter up cell count 1915, bCat nuc transl cell count 5 µM 1085, MT stabilizer Hoechst-high % 1.8, MT stabilizer cytotoxicity % 5.1 and Autophagy mod cell loss 18 h 9.
`O=C(COC(=O)c1cnccn1)c1ccc([N+](=O)[O-])cc1` gave M1AAP inhibition 2%, Ins promoter up -0.02, Dynein cargo inh -0.68, M17LAP inhibition 14%, bCat nuc transl -0.8, K1F lysis inhibition 0.1%, Dynein cargo inh cytoplasmic EGFP -0.21, Dynein cargo inh nuclear GR-EGFP -0.4, Dynein cargo inh cell count 0.16, Ins promoter up cell count 1006 and bCat nuc transl cell count 5 µM 1271.
For COc1cccc(/C=N/n2c(CO)nc3ccccc32)c1OC the results were M1AAP inhibition 13%, Autophagy mod inactive, CSM14.1 death rescue -1.7%, Ins promoter up 0.07, Dynein cargo inh 0.15, M17LAP inhibition 8%, MT stabilizer 1.9, bCat nuc transl -1.2, K1F lysis inhibition 1.0%, Dynein cargo inh cytoplasmic EGFP -0.19, Dynein cargo inh nuclear GR-EGFP 0.075, Dynein cargo inh cell count 0.27, Ins promoter up cell count 935, bCat nuc transl cell count 5 µM 1142, MT stabilizer Hoechst-high % 1.3, MT stabilizer cytotoxicity % 2.9 and Autophagy mod cell loss 18 h -3.
`COc1ccc(CNC(=O)c2cc(-c3cc(C)ccc3O)n[nH]2)cc1` gave M1AAP inhibition -4%, Ins promoter up 0.73, Dynein cargo inh 0.44, M17LAP inhibition 13%, bCat nuc transl -0.5, K1F lysis inhibition 0.1%, Dynein cargo inh cytoplasmic EGFP -0.23, Dynein cargo inh nuclear GR-EGFP 0.13, Dynein cargo inh cell count -0.051, Ins promoter up cell count 969 and bCat nuc transl cell count 5 µM 1355.
`COC(=O)CSc1nn(-c2ccc(F)cc2)c(=S)s1` gave M1AAP inhibition 2%, Autophagy mod inactive, CSM14.1 death rescue -0.4%, Ins promoter up 0.32, Dynein cargo inh -0.32, M17LAP inhibition -3%, MT stabilizer 2.9, bCat nuc transl 5.6, K1F lysis inhibition 0.1%, Dynein cargo inh cytoplasmic EGFP 0.86, Dynein cargo inh nuclear GR-EGFP -0.038, Dynein cargo inh cell count 0.13, Ins promoter up cell count 1254, bCat nuc transl cell count 5 µM 1028, MT stabilizer Hoechst-high % 2.2, MT stabilizer cytotoxicity % 7.7 and Autophagy mod cell loss 18 h -10.
`Cc1cccc(CSc2nnc3c(n2)[nH]c2ccccc23)c1` gave M1AAP inhibition -1%, Ins promoter up -0.5, Dynein cargo inh 0.87, M17LAP inhibition 1%, bCat nuc transl -2.3, K1F lysis inhibition 2.4%, Dynein cargo inh cytoplasmic EGFP -0.27, Dynein cargo inh nuclear GR-EGFP 0.0084, Dynein cargo inh cell count 0.093, Ins promoter up cell count 1406 and bCat nuc transl cell count 5 µM 1161.
`Cn1c(=O)c(C#N)c(-c2ccccc2)n2cnnc12` gave M1AAP inhibition 0%, Autophagy mod inactive, CSM14.1 death rescue -1.1%, Ins promoter up -0.51, Dynein cargo inh -0.46, M17LAP inhibition 6%, MT stabilizer 3.2, K1F lysis inhibition -3.6%, Dynein cargo inh cytoplasmic EGFP -0.22, Dynein cargo inh nuclear GR-EGFP -0.076, Dynein cargo inh cell count 0.22, Ins promoter up cell count 828, MT stabilizer Hoechst-high % 1.7, MT stabilizer cytotoxicity % 9.4 and Autophagy mod cell loss 18 h -10.
`NC(=O)C1(C(N)=O)OC1c1ccc(Cl)c(Cl)c1` (stereo unspecified) gave M1AAP inhibition -4%, Ins promoter up 0, Dynein cargo inh 0.14, M17LAP inhibition -2%, bCat nuc transl 0.0, K1F lysis inhibition 0.1%, Dynein cargo inh cytoplasmic EGFP -0.27, Dynein cargo inh nuclear GR-EGFP 0.15, Dynein cargo inh cell count 0.52, Ins promoter up cell count 1116 and bCat nuc transl cell count 5 µM 1315.

An unsorted share of the library. Share with any hit: about 2.9%.
